Source: PubChem BioAssay (several laboratories)
procasp3 activ = procaspase-3 (human) activation; 330,000 compounds, 0.11% hits; recombinant procaspase-3 D3A, Ac-DEVD-pNA absorbance 405 nm; activation, % at 8.5 µM;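 active = activation above the mean of all tested compounds plus 3 SD, cut at about 21% in these data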;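 note: 0% = DMSO alone and 100% = DMSO wells spiked with extra 5 µM PC-3 D3A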
Target sequence (P42574 whole entry D9A/D28A/D175A): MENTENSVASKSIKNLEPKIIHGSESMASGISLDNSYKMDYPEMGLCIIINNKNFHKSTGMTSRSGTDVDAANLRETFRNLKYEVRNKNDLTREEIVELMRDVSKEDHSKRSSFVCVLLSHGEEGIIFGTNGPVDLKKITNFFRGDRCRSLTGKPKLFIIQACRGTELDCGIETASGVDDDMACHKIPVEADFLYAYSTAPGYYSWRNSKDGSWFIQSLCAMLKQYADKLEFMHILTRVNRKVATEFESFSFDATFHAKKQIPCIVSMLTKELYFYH
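Test system: Procaspase-3 D3A mutant; medium: Zinc-free HEPES/NaCl buffer with 0.01% Triton X-100 at pH 7.4; reagent: DEVD-pNA substrate; doses: one concentration, 8.5 µM nominal, 0.8% DMSO; times: 1 h preincubation plus 2 h reaction at 25 °C; signal: Epi-absorbance at 405 nm of released p-nitroaniline, 0 and 120 min; replicates: singlicate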
procasp7 counter = counter-screen: procaspase-7 (human) activation; P55210; recombinant procaspase-7, Ac-DEVD-pNA absorbance 405 nm; D23A/D198A/D206A triple mutant, cannot self-cleave; scale: DMSO 0, 5 µM enzyme 100; activation, % at 8.5 µM; 330,000 compounds, 0.093% hits; AID 463210;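 active = percent activation above the screen-wide mean plus 3 SD, cut at about 25% in these data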
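signal = Epi-absorbance of released pNA at 405 nm, two timepoints | assay system = Uncleavable procaspase-7 mutant enzyme | reagent = Ac-DEVD-pNA substrate, 400 µM as added | times = 1 h enzyme–compound preincubation and 2 h substrate reaction, both 25 °C | benchmarks = low DMSO alone, high DMSO plus 5 µM PC-7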
VLA-4 inh = inhibition in a human VLA-4 binding assay; P13612; inhibition, % (about 7 µM as worked out from the volumes in the protocol); AID 2557; VLA-4 expressing cells, ligand binding flow cytometry; 330,000 compounds, 0.2% hits; in the data active = inhibition above about 50%
CTSL1 counter = cathepsin L1 inhibition, PFM18AAP counter-screen. recombinant F. hepatica cathepsin L1, Z-Leu-Arg-MCA fluorescence. inhibition, % at 5.96 µM. 300,000 compounds, 0.49% hits. AID 1906;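 active = inhibition above the mean of all tested compounds plus 3 SD, set per screening campaign, cut at about 17% in these data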;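 note: 0% = plate median of test compound wells and 100% = 1 µM Z-Phe-Ala-diazomethylketone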
HCV core dimer = blocks dimerization of HCV core protein | TR-FRET GST/Flag-core106 dimerization, 1536-well | inhibition, % at 5 µM | 300,000 compounds, 0.33% hits | AID 1899;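 active = inhibition above the mean of all tested compounds plus 3 SD, set per screening campaign, cut at about 45% in these data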
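Assay system: Tagged HCV core106 pair (GST and Flag) | Buffer or medium: KF-containing HEPES buffer, pH 7.45, DTT, CHAPS, BSA | Also added: Eu donor and XL665 acceptor anti-tag antibodies | Dosing: One concentration, 5 µM, in 0.5% DMSO | Timing: 4 h at 22.5 °C | Technique: TR-FRET 671 and 617 nm emission | Repeats: Singlicate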
PP5 inh = PP5 (human) phosphatase inhibition. P53041. purified PP5c, OMFP substrate fluorescence. inhibition, % at 6.7 µM. 320,000 compounds, 0.18% hits. AID 1987;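 active = inhibition above the campaign's mean inhibition across all tested compounds plus 3 SD, cut at about 9.5% in these data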;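 note: 0% = DMSO only and 100% = 100 µM cantharidin control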
PP1 counter = counter-screen for PP5 inhibitors: inhibitors of human PP1-alpha; P62136; purified PP1alpha, OMFP fluorescence; inhibition, % at 6.7 µM; 320,000 compounds, 0.9% hits;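 active = inhibition above the mean inhibition of all tested compounds plus 3 SD, computed separately for each screening campaign, cut at about 15% in these data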
GASC-1 inh = blocks human GASC-1 demethylase activity; AID 2099; GST-JMJD2C(1-420) H3K9me3 demethylation, DELFIA europium; 330,000 compounds, 0.069% hits; inhibition, % at 2.35 µM; Q9H3R0;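 active = more than half of a compound's replicate wells show inhibition beyond 50%, single wells judged on their own value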;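 note: signal counts dimethyl H3K9 product captured on neutravidin plate; 0% = median of DMSO wells and 100% = 0.3 times that DMSO median; strong numbers were not always called active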
GRK2 aptamer HTS = human GRK2 inhibition via aptamer displacement; AID 488847; 330,000 compounds, 0.59% hits; bead flow cytometry, FAM-aptamer displacement from GRK2; inhibition of aptamer binding, % at 10 µM; P25098;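 active = inhibition of aptamer binding above 40%, roughly 3 SD of noise, on plates passing a quality check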;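 note: median bead fluorescence of bound FAM aptamer so fluorescent compounds give negative values; no value below 0 was filed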
Target sequence (P25098 whole entry, looked up): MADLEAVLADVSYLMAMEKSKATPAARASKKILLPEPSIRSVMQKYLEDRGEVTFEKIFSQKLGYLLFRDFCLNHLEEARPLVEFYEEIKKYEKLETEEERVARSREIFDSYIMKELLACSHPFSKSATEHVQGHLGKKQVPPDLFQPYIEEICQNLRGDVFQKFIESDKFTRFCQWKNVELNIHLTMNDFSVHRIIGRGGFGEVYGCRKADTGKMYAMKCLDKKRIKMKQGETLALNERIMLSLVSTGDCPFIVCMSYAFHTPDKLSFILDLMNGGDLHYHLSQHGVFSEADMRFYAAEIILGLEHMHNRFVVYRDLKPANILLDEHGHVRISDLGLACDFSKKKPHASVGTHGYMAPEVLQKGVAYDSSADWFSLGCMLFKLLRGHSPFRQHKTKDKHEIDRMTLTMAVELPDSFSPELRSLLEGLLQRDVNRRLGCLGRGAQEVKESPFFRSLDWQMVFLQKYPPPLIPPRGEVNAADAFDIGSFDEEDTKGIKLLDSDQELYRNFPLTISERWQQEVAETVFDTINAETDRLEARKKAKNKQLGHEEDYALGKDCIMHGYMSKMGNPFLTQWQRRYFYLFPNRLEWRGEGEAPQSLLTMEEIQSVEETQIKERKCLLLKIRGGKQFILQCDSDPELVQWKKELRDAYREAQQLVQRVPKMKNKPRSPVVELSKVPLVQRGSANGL
* hit, by the source's call; x = not tested or not shown.

A first look, three compounds:
Values run as follows: procasp3 activ, procasp7 counter, VLA-4 inh, CTSL1 counter, HCV core dimer, PP5 inh, PP1 counter, GASC-1 inh, GRK2 aptamer HTS
#1 Clc1ccc(-c2cnc3n2CCC3)cc1
 : 13, 7, 3, -2, -2, 5.7, -5, 1, 3
#2 CN(C)C(=O)c1cn(-c2ccccc2)nc1-c1cc2ccccc2o1
 : -6, 1, 2, -3, -2, 1.2, -1, -22, 0
#3 COCc1cc(Sc2ccc(Cl)cc2Cl)nc(-c2ccccc2)n1
 : -3, -14, 4, 6, -2, -0.2, 0, 30, 0

The whole of this part (from the top)
Values run as follows: procasp3 activ, procasp7 counter, VLA-4 inh, CTSL1 counter, HCV core dimer, PP5 inh, PP1 counter, GASC-1 inh, GRK2 aptamer HTS
#1 Clc1ccc(-c2cnc3n2CCC3)cc1
 : 13, 7, 3, -2, -2, 5.7, -5, 1, 3
#2 CN(C)C(=O)c1cn(-c2ccccc2)nc1-c1cc2ccccc2o1
 : -6, 1, 2, -3, -2, 1.2, -1, -22, 0
#3 COCc1cc(Sc2ccc(Cl)cc2Cl)nc(-c2ccccc2)n1
 : -3, -14, 4, 6, -2, -0.2, 0, 30, 0
#4 COCCn1c(C)cc(C(=O)CSc2nc(C)cc(C)c2C#N)c1C
 : 4, -11, 7, -4, 14, 3.3, 0, -9, 0
#5 CN(C)S(=O)(=O)c1ccc2c(c1)nc(CCC(=O)Nc1ccc3c(c1)OCO3)n2C
 : -6, -1, 12, -1, 22, 3.5, 3, 3, 2
#6 Cc1nc(COc2ccccc2Cl)sc1-c1ccnc(N)n1
 : 7, -1, -15, 0, 10, 4.3, 2, -3, 0
#7 C/C(=N\NC(=O)Cc1csc(N2CCOCC2)n1)c1ccc(Cl)c(Cl)c1
 : 2, 6, -2, -4, -1, 0.0, 0, 3, 0
#8 COc1ccc(COC(=O)c2ccc(Br)c(S(=O)(=O)N3CCOCC3)c2)cc1F
 : 0, 2, -2, 4, 4, 6.2, 3, -25, 0
#9 COc1cccc(CNC(=O)C2CCN(S(=O)(=O)c3ccc4c(c3)CC(C)N4C(=O)C3CC3)CC2)c1 (centres undefined)
 : 9, -9, -4, 1, -6, 2.0, 1, 3, 0
#10 Cc1nn(-c2ccccc2)c2nc(N)c(C#N)c(-c3ccc(F)cc3)c12
 : 11, 16, -7, 3, 10, 4.7, 5, -18, 0
#11 CCN(CC(=O)Nc1ccc(NC(C)=O)cc1)C(=O)C12CC3CC(CC(Cl)(C3)C1)C2
 : 3, -8, 12, 1, 0, 0.8, -4, -7, 0
#12 COc1ccc(OC)c(-c2nc3c(C)n[nH]c(=O)c3[nH]2)c1
 : 2, 5, 11, 1, 3, -2.5, -5, -4, 3
#13 CCOc1ccc(CN2CCC(Cc3ccccc3)CC2)cc1
 : 5, 4, -5, -3, -6, 3.5, 1, 5, 0
#14 Cc1ccc(CC2C(=O)N(c3cc(Cl)ccn3)C(=O)C2C)cc1 (centres undefined)
 : -6, 10, 6, -5, 2, -1.0, -3, -15, 0
#15 CCc1nc2sc(C#N)c(N)c2c2c1CCCC2
 : -6, -3, -19, 1, 0, 0.0, -2, 1, 1
#16 O=C(Cc1ccc(Cl)cc1)N1CCN(c2ccc(F)cc2)CC1
 : -8, 11, 26, -1, 10, 0.2, 0, -3, 0
#17 Cc1ccc([N+](=O)[O-])c(C)[n+]1C
 : 4, -11, 4, -3, 1, 2.6, 3, -1, 6
#18 O=C(C1CC1)N1CCN=C1SCc1ccccc1
 : 4, 4, -14, 4, 1, 2.3, 1, 4, 1
#19 NC(=O)C1CCCN(C(=O)c2cccc(S(=O)(=O)N(Cc3ccccc3)c3ccccc3)c2)C1 (centres undefined)
 : 2, 9, 3, x, x, 3.4, 1, 5, 2
#20 CCN(CC)CCNc1c2c(c(C#N)c3nc4ccccc4n13)CCCC2
 : 3, -1, -2, 0, 4, 0.6, -1, -1, 3

Three of the entries above in order of the HCV core dimer value, highest first:
item	compound	HCV core dimer
4	COCCn1c(C)cc(C(=O)CSc2nc(C)cc(C)c2C#N)c1C	14
16	O=C(Cc1ccc(Cl)cc1)N1CCN(c2ccc(F)cc2)CC1	10
9	COc1cccc(CNC(=O)C2CCN(S(=O)(=O)c3ccc4c(c3)CC(C)N4C(=O)C3CC3)CC2)c1 (centres undefined)	-6

The list goes on.
Values run as follows: procasp3 activ, procasp7 counter, VLA-4 inh, CTSL1 counter, HCV core dimer, PP5 inh, PP1 counter, GASC-1 inh, GRK2 aptamer HTS
#21 COc1cc(OC)c2c(O)c3c(c(-c4c5c(c(O)c6c(OC)cc(OC)cc46)CO[C@@H](C)[C@H]5O)c2c1)[C@H](O)[C@H](C)OC3
 : 2, 7, 2, -3, 54*, 2.0, 10, 9, 0
#22 Cc1cc(C)n(Cc2ccc(C(=O)N/N=C/c3ccc(-c4ccc([N+](=O)[O-])cc4)o3)o2)n1
 : 2, 10, 13, -1, 7, 3.2, 33*, -37, 14
#23 COc1cccc(OC)c1C(=O)Nc1ccc(Cc2ccncc2)cc1
 : -9, 9, -19, 6, -2, -2.1, -1, 3, 55*
#24 Cc1cc(C)n(-c2nnc(C)n2/N=C/c2ccccc2O)n1
 : 4, -1, 21, -3, 5, -1.2, -2, 9, 0
#25 O=C(O)CSc1nc(-c2ccccc2)cc(=O)[nH]1
 : 0, 3, 18, 3, -1, 0.8, -3, 1, 1
#26 COC(=O)c1cccc(NC(=O)CSc2nnc(COc3cccc(C)c3)n2C)c1
 : 1, 17, 23, -2, -1, 3.8, -3, -9, 3
#27 O=C(Nc1ncccc1O)c1ccc2c(c1)OCO2
 : 3, 2, -1, -2, 1, -0.7, -1, -5, 0
#28 Cc1ccccc1NC(=O)/C(=C\c1cccs1)NC(=O)c1ccco1
 : 1, 4, 4, 8, 3, 0.8, -6, 11, 1
#29 COc1cccc(-n2ccnc2SCC(=O)Nc2cc(C)on2)c1
 : -8, 8, 2, 2, -2, 0.8, -2, -13, 0
#30 Cc1ccc(NC(=S)NNC(=O)CCn2cc(C)cn2)cc1
 : 1, -3, 16, 1, -8, -1.2, -3, -1, 9
#31 Cc1nn(-c2ccccc2)c(C)c1/C=N/NC(=O)CSc1nnc(SCc2ccc(Cl)cc2)s1
 : -9, -1, 3, -1, 23, 3.0, 17*, -14, 0
#32 CN1C(=O)NC(c2ccccc2)(C(F)(F)F)S/C1=C(/C#N)c1nnc(N2CCOCC2)n1-c1ccccc1 (centres undefined)
 : 4, 3, 3, 0, -1, 2.7, 0, 10, 0
#33 COc1ccc(CCNC(=O)C(Sc2ccccn2)c2ccccc2)cc1OC (centres undefined)
 : 2, -4, 3, -8, 2, 5.0, -5, 13, 2
#34 CC(C)Cn1c(SCC(=O)N2CC(=O)Nc3ccccc32)nc2ccccc21
 : 4, 1, 20, -3, 3, -1.3, -3, x, 0
#35 CCOc1ncccc1C(=O)Nc1ccc2c(C)cc(=O)oc2c1
 : 6, 4, 2, -5, -1, 2.1, 1, 0, 0
#36 Cc1nn(C)cc1S(=O)(=O)Nc1ccccc1Br
 : 6, 8, 19, 2, -1, 0.1, 0, 1, 0
#37 CCCCN(CCCC)CCNC(=O)c1cn(CC)c2ccc(S(=O)(=O)N3CCc4ccccc4C3)cc2c1=O
 : 5, 2, 5, -2, -6, 3.1, 4, 7, 2
#38 CS(=O)(=O)c1ccc2nc(NC(=O)C3CCCO3)sc2c1 (centres undefined)
 : -11, -9, 2, 0, 7, -3.5, -1, 14, 0
#39 Cc1cccc(C)c1NC(=O)COC(=O)c1ccc2c(c1)OCO2
 : 2, -6, 12, 1, -3, 0.6, -5, 2, 2
#40 COc1ccccc1CNc1nc2ccccc2n1CCN1CCCCC1
 : 5, -2, 13, -2, 0, 3.7, -2, -9, 0

The listing continues.
nr | canonical_smiles | procasp3 activ | procasp7 counter | VLA-4 inh | CTSL1 counter | HCV core dimer | PP5 inh | PP1 counter | GASC-1 inh | GRK2 aptamer HTS
41 | Cc1c(S(=O)(=O)N2CCC(C)CC2)c(=O)n(C)c(=O)n1C | -12 | -8 | 50* | -6 | -8 | 1.5 | -16 | -9 | 14
42 | CN(C1CCCCC1)C(CNS(=O)(=O)c1ccccc1)c1ccccc1 (centres undefined) | 1 | 14 | 9 | 6 | -7 | -2.0 | -1 | -6 | 2
43 | O=C(CN1C(=O)NC(Cc2ccccc2)C1=O)Nc1ccccc1 (centres undefined) | -9 | 7 | -3 | -6 | 3 | 0.8 | -8 | -412 | 0
44 | Cn1nc(C(C)(C)C)cc1C(=O)NCc1cc(F)cc2c1OCOC2 | 9 | 7 | 4 | -1 | 1 | 1.3 | -1 | -5 | 0
45 | CC1CCCC(C)N1/N=C/C=C/c1ccccc1[N+](=O)[O-] (centres undefined) | -11 | -8 | 2 | -2 | 2 | 0.8 | 6 | 8 | 0
46 | CC(C(=O)N/N=C/c1ccc(N(C)C)c(Br)c1)N(c1ccccc1)S(C)(=O)=O (centres undefined) | -5 | -1 | -5 | 0 | 7 | 0.5 | 1 | 6 | 2
47 | COC(=O)C1=C(C)N(CCCC(=O)O)C(=O)NC1c1ccccc1OS(=O)(=O)c1ccc([N+](=O)[O-])cc1 (centres undefined) | 5 | 7 | x | -3 | 12 | -1.8 | 0 | 0 | x
48 | N#CC1=C(SCC(=O)Nc2ccccc2)NC(=O)CC1c1ccco1 (centres undefined) | -2 | -6 | 10 | -1 | -4 | 4.2 | -9 | 23 | 3
